# From PubChem
# ATXN viability – reduces viability in counter-screen for ATXN expression inhibitors; S2 cells (HEK-293 line with an ATXN2-luciferase reporter) viability, CellTiter-Fluor protease fluorescence, 24 h; Potency, µM (top dose mostly 56.7 µM), usual class: cytotoxic; 0.49% of 400,000 active; note: potency is the fitted concentration of half-maximal effect; nearly all actives have a fitted effect of over 40% in size
# Mm-Cpn inhibitor – inhibitors of Methanococcus maripaludis chaperonin (MmCpn). AID 504842. 0.031% of 330,000 active. purified Mm-Cpn ATPase, ADP Transcreener TR-FRET. Potency, µM (series often up to 76.9 µM), inactives show at the top dose activity, negative = inhibition, actives largely listed as inhibitors; note: potency is the fitted concentration of half-maximal effect; % is set by controls: 0 for no effect and ±100 for the full control effect; nearly all actives have a fitted effect of over 80% in size
#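 ATP (10 uM final) was added to archaeal chaperonin (25 nM final) after 10 min exposure to test compound at 37°C; after 30 min further incubation, ADP was detected by competitive TR-FRET.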
# Nrf2 ARE act – activators of Nrf2 (ARE) signaling. AREc32 ARE-luciferase reporter (MCF7-derived line), luminescence, 24 h. Potency, µM (highest dose often 46.1 µM), for the others: at the highest dose activation, usual class: activators. 0.31% of 410,000 active. AID 624171; note: potency is the fitted concentration of half-maximal effect; % of control where 0% means no effect; nearly all actives have a fitted effect of over 65% in size
#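 AREc32 cells carrying an ARE-driven firefly luciferase, 1000 cells/well in OPTI-MEM with 5% FBS, dosed after overnight attachment and incubated 24 hr at 37 deg C. Steady-Glo luminescence read after 30 min at RT.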
# Nrf2 inh – blocks Nrf2 signaling. A549 ARE-Fluc reporter, luciferase luminescence, 18-24 h. Potency, µM (top dose mostly 46 µM), for inactives: at the highest dose activity change, negative = inhibition, actives largely listed as inhibitors. 2.1% of 360,000 active. AID 504444; note: potency is the fitted concentration of half-maximal effect; % is set by controls: 0 for no effect and ±100 for the full control effect; nearly all actives have a fitted effect of over 60% in size
#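 In this cell-based qHTS, ARE-driven firefly luciferase in A549 cells reports Nrf2 activity; the luminescent signal after BugLite lysis is the measured value, with a prior CellTiter-Fluor read for cell health.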
# TGFb SMAD3 inh – TGF-b pathway inhibition; HepG2 CAGA-GFP TGF-b/SMAD3 reporter, GFP fluorescence, 18 h; TGF-beta stimulated, 500 pg/mL final; Potency, µM (highest dose often 46.1 µM), without a hit: top-dose activity, negative = inhibition, most hits filed as inhibitors; 1.2% of 410,000 active; AID 588855; note: potency is the fitted concentration of half-maximal effect; % is set by controls: 0 for no effect and ±100 for the full control effect; nearly all actives have a fitted effect of over 65% in size
#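 Per well, imaged GFP fluorescence of HEPG2 CAGA-GFP cells gives the signal; cells get compound, then TGF-beta (500 pg/mL final), 18 h at 37 degrees C; %Activity versus -TGF-beta and +DMSO controls.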
# pAkt inh – inhibitors of Akt phosphorylation; Neuro2A IGF-stimulated pAkt S473 HTRF, 20 min; active compounds read low; 0.32% of 360,000 active; activity change, % for hits at 50 µM; AID 651550; in the data active = activity change below about -80%; inconclusive = mostly about -51% to -80%; note: % is set by controls: 0 for no effect and ±100 for the full control effect
#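 Neuro2A cells (4,500/well, DMEM with 0.5% FBS) were treated with compound at a single 50 µM final concentration, stimulated with 6 nM IGF for 20 min at 37 °C, and lysed. Phospho-Akt Ser473 was read by HTRF as 665/615 ratio ×10^4.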
# HepG2 viability – HepG2 cytotoxicity, counter-screen for TGF-b inhibitors | HepG2 CAGA-GFP viability, ATP luminescence, 18 h | Potency, µM (titrated, usually from 46.1 µM), for inactives: at the highest dose activity change, negative = cytotoxicity, usual class: cytotoxic | 0.76% of 410,000 active | AID 588856; note: potency is the fitted concentration of half-maximal effect; some results filed as inactive show a strong effect at the top dose
#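 HepG2 CAGA-GFP cells (1000/well, DMEM with 1% FBS) received compound, then TGF-beta at 500 pg/mL final, and were incubated 18 hours at 37 degrees C. Viability was read by CellTiter-Glo luminescence. Media-only wells were set as complete cell-killing and DMSO as no toxicity.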
# A549 viability – A549 cytotoxicity, counter-screen for Nrf2 inhibitors; A549 ARE-Fluc cells, CellTiter-Fluor viability, 18-24 h; 0.16% of 390,000 active; Potency, µM (highest dose often 46 µM), for the others: at the highest dose activity change, negative = cytotoxicity, most hits filed as inhibitors; note: potency is the fitted concentration of half-maximal effect; % is set by controls: 0 for no effect and ±100 for the full control effect
#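 Cytotoxicity counterscreen: CellTiter-Fluor fluorescence was measured in A549 ARE_Fluc cells after 18-24 h of compound exposure in a concentration series. The subsequent BugLite luminescent read reports ARE-luciferase activity.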
# CCT chaperon mod – changes cytosolic chaperonin activity; purified chaperonin ATPase assay, HTRF ADP detection, 30 min; activity change, % (concentration not given with the values), hits read low; 0.3% of 360,000 active; in the data active = activity change below about -30%; note: % is set by controls: 0 for no effect and ±100 for the full control effect
#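 TRiC at 40 or 20 nM final (batch-dependent) in 30 mM Tris pH 7.4, 100 mM KCl, 5 mM MgCl2, 1 mM DTT, with compound at single 76 uM and 10 uM ATP, 30 min at 37 deg C. ADP detected by HTRF Transcreener, 665/615 ratio.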
# * = called active by the depositor; i = inactive; u = inconclusive; x = not tested or not shown; [ ] = another dose, or the depositor's remark. Unless noted, calls come from the whole dose curve; as a rule, active = well fitted curve in the direction sought with a large enough effect; inconclusive = small, poorly fitted or top-dose-only effect, or another doubt; inactive = no such curve, though single readings can be large; an effect the other way counts as inactive or inconclusive. Compounds were not picked by outcome; any-hit rate near 4.4%.
SMILES,ATXN viability,Mm-Cpn inhibitor,Nrf2 ARE act,Nrf2 inh,TGFb SMAD3 inh,pAkt inh,HepG2 viability,A549 viability,CCT chaperon mod
COc1ccc(-n2nc(C(=O)NCC(=O)N3CCCC3)c3ccccc3c2=O)cc1,i,-7.0%,0.4%,u,3.7%,i,0.5%,-0.6%,1.5
Nn1c(SCc2ccccc2)nc2c(cnn2-c2ccccc2)c1=O,i,-2.1%,-0.7%,9.8%,-1.8%,i,0.9%,-0.2%,-1.9
Cc1ccc(-c2nc(SCC(=O)NCC3CCCO3)c3c(=O)n(C)c(=O)n(C)c3n2)cc1 (stereo unspecified),i,x,0.6%,x,-0.7%,x,11.0%,2.3%,x
O=C(NC1CCCN(C2Cc3ccccc3C2)C1)c1ccc(F)cc1Cl (stereo unspecified),i,0.4%,1.2%,6.6%,6.1%,i,2.2%,-0.4%,-2.5
CCc1c(O)nc(SCC(=O)Nc2ccccc2OC)n(-c2ccccc2C)c1=O,i,-2.4%,0.4%,u,12.6%,i,0.6%,0.6%,1.2
COc1cccc(C(=O)NC(=S)Nc2ccc(Cl)cc2C(=O)O)c1,i,2.5%,3.2%,3.0%,-24.7%,i,-23.1%,-1.2%,-3.5
CCCCN(C)C(=O)C(Cc1ccccc1)NS(=O)(=O)c1ccc2c(c1)CCC(=O)N2 (stereo unspecified),i,0.9%,-0.3%,-15.8%,-12.5%,i,-16.6%,-6.6%,1.2
CC(C)C[C@H](NC(=O)C1CC(=O)N(c2ccc3c(c2)OCCO3)C1)C(=O)N1CCCCC1 (stereo partly specified),i,-5.1%,-0.1%,0.0%,u,i,-8.3%,-0.3%,2.1
CCOC(=O)CSc1nnc([C@H](CC(C)C)NC(=O)OC(C)(C)C)o1,i,3.5%,0.1%,4.6%,-5.3%,i,-25.3%,-6.1%,-0.1
CSCCC(C(=O)N1C[C@]2(C)C[C@H]1CC(C)(C)C2)N1C(=O)c2ccccc2C1=O (stereo partly specified),i,-2.4%,-0.3%,-4.1%,-17.3%,i,-1.2%,-23.1%,-1.5
Cc1ccc(CN2CC(N3CCN(Cc4cccc(C)c4)CC3)CS2(=O)=O)cc1 (stereo unspecified),u,x,-0.1%,x,-23.0%,i,-25.7%,x,-0.1
COC(=O)c1cccc(NC2=NS(=O)(=O)c3ccccc32)c1,i,x,1.1%,x,u,x,-42.2%,-0.7%,x
COC(=O)c1cccc(NC(=O)/C(=C\c2ccccc2)NC(=O)c2ccccc2Cl)c1,u,-0.3%,3.4%,u,-0.6%,i,-21.7%,1.1%,-0.5
COc1ccc(-c2nc3scc(CCNS(=O)(=O)c4ccc(Oc5ccccc5)cc4)n3n2)cc1,x,x,0.4%,x,0.0%,x,-30.6%,-12.0%,x
COc1ccc(NC(=O)c2ccc(-c3ccc(C)c4ccccc34)o2)cc1,i,-8.3%,0.6%,-4.2%,-15.4%,i,-0.9%,-0.8%,-2.0
CC1(C)Oc2ccc(C(=O)NN)cc2NC1=O,i,1.7%,2.3%,4.9%,3.0%,i,-1.5%,-4.9%,0.2
CC1CCN(C(=O)CSc2ccc(-c3ccccc3)nn2)CC1,i,-0.4%,2.2%,3.4%,u,i,-17.1%,-0.6%,1.2
CC(=O)Nc1ccc(S(=O)(=O)Oc2ccc(C=O)cc2)cc1,i,1.6%,2.9%,12.9%,-14.1%,i,-18.6%,-3.2%,-1.4
CN(C)c1cc[n+](/C(C(=S)Nc2ccc(SC(F)F)cc2)=C(/[O-])c2ccccc2)cc1,i,-6.1%,-0.8%,-22.7%,-9.9%,i,-2.7%,8.9%,-2.2
FC(F)(F)c1cc(NC2CCCCC2)ccn1,i,0.4%,2.6%,u,-14.6%,i,-22.1%,u,-0.5

# The final 2 records of the section before are carried over, then new ones follow.
SMILES,ATXN viability,Mm-Cpn inhibitor,Nrf2 ARE act,Nrf2 inh,TGFb SMAD3 inh,pAkt inh,HepG2 viability,A549 viability,CCT chaperon mod
CN(C)c1cc[n+](/C(C(=S)Nc2ccc(SC(F)F)cc2)=C(/[O-])c2ccccc2)cc1,i,-6.1%,-0.8%,-22.7%,-9.9%,i,-2.7%,8.9%,-2.2
FC(F)(F)c1cc(NC2CCCCC2)ccn1,i,0.4%,2.6%,u,-14.6%,i,-22.1%,u,-0.5
C[C@H](CO)N1C[C@H](C)[C@@H](CN(C)C(=O)Nc2ccc(C(F)(F)F)cc2)Oc2ccc(NS(=O)(=O)c3cn(C)cn3)cc2C1=O,i,0.2%,-0.6%,3.2%,-7.8%,i,-7.0%,1.0%,0.3
CC(C)c1ccc(C2(C)NC(=O)N(CC(=O)NCC3COc4ccccc4O3)C2=O)cc1 (stereo unspecified),i,1.3%,2.6%,-11.6%,-31.7%,i,-1.7%,-7.6%,-1.1
COc1cccc(CN2CCNC(=O)C2CC(=O)NC2Cc3ccccc3C2)c1 (stereo unspecified),i,-2.1%,-0.7%,7.1%,16.1%,i,4.4%,2.2%,0.0
COC(=O)c1cccc(NC(=O)CSc2nnc(-c3ccco3)o2)c1,i,-3.1%,7.1%,9.2%,-6.0%,i,-37.2%,-6.8%,0.5
CCC(C)NC(=O)C1CCN(S(=O)(=O)N2CCC3(CC2)OCCO3)CC1 (stereo unspecified),i,0.9%,-0.4%,-9.2%,8.0%,i,12.6%,-6.5%,-2.5
Cc1cccc(C(=O)OCC(=O)NC(=O)NC2CCCCC2)c1,u,x,-0.8%,x,-8.8%,i,-1.0%,x,-1.0
COc1cc(C(=O)NCc2cn3ccsc3n2)cc(OC)c1OC,i,x,2.7%,7.2%,34.6%[activator],i,-5.2%,0.0%[1.84 µM],-2.7
CCCc1ccc2oc(C(=O)N3CCC(N4CCCC(O)C4)CC3)c(C)c2c1 (stereo unspecified),i,-1.3%,-0.9%,8.5%,1.3%,i,-1.4%,-0.4%,-0.5
COC(=O)CSc1nnc2n1C(C)(C)Cc1ccccc1-2,i,1.5%,-0.4%,-3.6%,4.3%,i,-3.4%,17.5%,-2.0
CCNC(=O)C1(C)CCN(C(=O)c2c(F)cccc2F)C1 (stereo unspecified),i,x,-0.3%[9.22 µM],x,11.5%,i,7.9%,x,-0.1
Cc1ccc(NC(=O)CSc2nnc(COc3ccccc3F)n2N)cc1S(=O)(=O)N1CCOCC1,i,x,0.8%,-14.4%,-6.8%,i,7.6%,2.8%,-0.1
CCCCN(C)C(=O)Cn1cnc2sc(C)c(S(=O)(=O)N3CCC(C)CC3)c2c1=O,i,x,-0.4%,-7.8%[9.27 µM],-19.3%,x,-16.1%,0.0%,x
CC(=O)NC(Cc1ccc(C)cc1)C(=O)NC1CCN(C(=O)c2ccc([N+](=O)[O-])cc2)CC1 (stereo unspecified),i,-0.2%,3.5%,-9.1%,-10.3%,i,-34.5%,-9.3%,-2.7
O=C(O)c1c(C(=O)N2N=C3/C(=C/c4ccccc4)CCCC3C2c2ccccc2)cccc1[N+](=O)[O-] (stereo unspecified),i,-5.8%,7.2%,11.2%,u,i,-27.9%,3.0%,-2.3
COCCCn1c(=S)[nH]c2ccc(N3CCOCC3)cc2c1=O,i,-4.6%,0.0%,4.9%,0.0%,i,4.2%,-1.5%,-0.6
Cc1cc(-c2ccc(Cl)cc2Cl)c(C#N)c(=O)[nH]1,i,-2.2%,0.0%,6.2%,11.4%,i,-5.5%,-3.3%,-1.5
CCN(CC)CCn1c(NCc2ccc(C)o2)nc2ccccc21,i,2.2%,3.2%,18.9%,-15.5%,i,1.3%,6.2%,0.2
Cc1ccc(-c2nc3c4ccccc4ccn3c2CC2CCCCC2)cc1,i,x,14.3%,x,x,i,x,x,0.7
N#CC(C(=O)NC1CC1)c1nc2ccccc2nc1N1CCN(C/C=C/c2ccccc2)CC1 (stereo unspecified),i,-0.4%,-0.9%,x,0.0%,i,12.4%,-0.6%,-1.0
COc1ccc(Cc2nc3ccc(C(=O)NCCSC)cc3o2)cc1,i,x,2.2%,2.5%,-5.3%,i,-18.0%,-8.7%,1.0
CCc1ccc2[nH]c(=O)c(C(c3nnnn3Cc3ccc(OC)cc3)N3CCOCC3)cc2c1 (stereo unspecified),i,-1.7%,-0.2%,-8.0%,9.8%,i,-17.2%,3.2%,-0.8
On1nnc2ccc3ccccc3c21,i,-0.2%,0.3%,3.6%,6.0%,i,9.1%,-5.4%,-4.5
CC(C)c1[nH]nc2c1C(c1cccs1)C(C#N)=C(N)O2 (stereo unspecified),i,3.5%,27.2%,-5.7%,u,i,-40.1%,0.1%,-3.5
Clc1ccc(-c2nnc3n2CCCC3)cc1,i,-0.2%,-0.4%,16.0%,-6.5%,i,3.7%,-4.4%,-2.6
COc1cccc(CC(=O)OC(C)C(=O)NCc2ccc3c(c2)OCO3)c1 (stereo unspecified),i,-1.3%,-0.5%,13.2%,1.6%,i,2.4%,1.1%,-1.1
COc1cccc(-n2cc(C(=O)NCc3cccc(Cl)c3)c3ccccc3c2=O)c1,x,x,3.7%,-15.8%,-20.8%,x,-16.5%,-2.2%,x
CC(=O)OCC(NC(=O)C(COCc1ccccc1)NC(=O)OC(C)(C)C)C1OC(n2ccc(=O)[nH]c2=O)C(OC(C)=O)C1OC(C)=O (stereo unspecified),x,x,x,0.0%,-11.4%,x,-1.8%,-1.6%,x
O=C(NCc1ccccc1)c1ccc2nc(-c3ccco3)c(-c3ccco3)nc2c1,i,-3.5%,24.7%,20.1%,u,i,7.1%,-1.8%,0.3
COc1ccc(NS(=O)(=O)c2cnc(N)nc2)cc1Cl,x,x,5.2%,x,-17.6%,x,-1.6%,-5.4%,x
